Assay outcomes (PubChem)
TCR CD3 inh = inhibitors of human TCR-CD3 interaction, primary screen, biochemical, fluorescence, TAMRA-labeled TCR probe; inhibition, % at 9.4 µM; 0.37% of 360,000 active; AID 651800, 2012; in the data active = inhibition above about 19%;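 also: recombinant mutant TCR 2C K166C tagged with TAMRA read by polarization; 0% = receptor in buffer alone and 100% = receptor with positive control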
PRMT1 inh = PRMT1 methyltransferase inhibitors, primary screen, biochemical, fluorescence polarization; Protein arginine N-methyltransferase 1 (Homo sapiens), Q99873; recombinant PRMT1, activity-based probe fluorescence polarization; inhibition, % at 2.79 µM; 1.3% of 370,000 active; AID 652257, 2013;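 active = inhibition above about 21% made by adding two undisclosed values, limit read from the data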
SIAE inh = human SIAE inhibitors, primary screen, biochemical, fluorescence polarization, FP-Rh probe, 1536-well HTS; Sialate O-acetylesterase (Homo sapiens), Q9HAT2; SIAE FP-Rh probe binding; inhibition, % at 9.66 µM; 0.69% of 370,000 active;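 active = inhibition above a cutoff: mean of compounds within the control limits plus 3 SD of those, cut at about 17% in these data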;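 also: 0% = plate median of compound wells and 100% = probe without SIAE protein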
Target sequence (Q9HAT2 whole entry, looked up): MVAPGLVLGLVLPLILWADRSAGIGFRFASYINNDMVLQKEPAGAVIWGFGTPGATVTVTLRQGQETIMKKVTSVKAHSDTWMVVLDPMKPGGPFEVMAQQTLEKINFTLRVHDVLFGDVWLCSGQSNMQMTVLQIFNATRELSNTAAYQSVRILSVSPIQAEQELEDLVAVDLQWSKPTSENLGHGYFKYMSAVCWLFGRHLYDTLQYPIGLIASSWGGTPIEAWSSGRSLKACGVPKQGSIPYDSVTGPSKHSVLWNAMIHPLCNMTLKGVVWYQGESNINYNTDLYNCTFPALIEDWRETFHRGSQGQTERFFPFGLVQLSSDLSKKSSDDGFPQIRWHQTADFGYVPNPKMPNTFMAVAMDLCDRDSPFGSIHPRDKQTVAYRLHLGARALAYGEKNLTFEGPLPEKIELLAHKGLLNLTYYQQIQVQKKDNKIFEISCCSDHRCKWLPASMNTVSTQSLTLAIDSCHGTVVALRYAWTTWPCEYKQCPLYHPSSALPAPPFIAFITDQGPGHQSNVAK
GC-A act = GC-A stimulated cGMP production enhancers – HEK293 GC-A cells, cGMP TR-FRET, EC30 ANP, primary screen | activation, % at 10 µM | 0.14% of 370,000 active | 0% at EC30 ANP, 100% saturating ANP; in the data active = activation above about 40%
NPR2 activator = human GC-B receptor activators, primary screen, HEK293 GC-B cells, cGMP TR-FRET, EC30 CNP; Atrial natriuretic peptide receptor 2 (Homo sapiens), P20594; 0% at EC30 CNP, 100% saturating CNP; activation, % at 10 µM; 0.11% of 370,000 active; AID 1920062, 2024;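 active = activation at 10 µM reaching about 35% in either raw or pattern-adjusted values, limit read from the data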
rCAG RNA binder = binders of r(CAG) RNA repeats, primary screen, biochemical, fluorescence. inhibition, % at 3 µM. 1.3% of 370,000 active. r(CAG) RNA repeat, TO-PRO-1 dye displacement fluorescence;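 active = inhibition above the plate cutoff, the mean of all test compounds on that plate plus 3 SD, cut at about 35% in these data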;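 also: 0% = DMSO alone and 100% = 100 µM mitoxantrone as full dye displacement; higher means more dye released from RNA so lower well fluorescence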
UHRF1 binding = UHRF1 methylated DNA binding inhibitors, primary screen, counter-screen for MBD2 inhibitor project, biochemical, TR-FRET, human UHRF1, single concentration; UHRF1 binding to methylated oligo; inhibition, % at 4.4 µM; 0.75% of 370,000 active; in the data active = inhibition above about 21%;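 also: UHRF1 SRA domain binding a hemimethylated CpG hairpin DNA probe; 0% = median of test compound wells and 100% = reference inhibitor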
ABHD4 inh = ABHD4 inhibitors, primary screen, biochemical, fluorescence polarization, mouse | purified mABHD4, FP-Rh probe fluorescence polarization | inhibition, % at 8.92 µM | 0.54% of 370,000 active | AID 720543, 2013;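 active = inhibition exceeding the mean over every tested compound plus 3 SD, cut at about 30% in these data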;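 also: 0% = plate median of compound wells and 100% = S159A mutant with DMSO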
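Assay system: mABHD4 protein; medium: HEPES pH 7.0, NaCl, Pluronic buffer; dosing: 8.92 µM, single dose; schedule: 45 min + 60 min at 25 °C; signal: FP readout, ex 525 nm / em 598 nm; read-out: normalized percent inhibition of probe labeling; repeats: single replicate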
HTRA1 inhibitor = HTRA1 serine protease inhibitors, primary screen, biochemical, fluorescence polarization, HTS; AID 504803, 2011; Q92743; recombinant HTRA1, FP-rhodamine activity-based probe; inhibition, % at 5.96 µM; 0.5% of 340,000 active; in the data active = inhibition above about 36%;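 also: 0% = enzyme with DMSO and 100% = wells lacking enzyme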
MBD2 DNA inh = inhibitors of MBD2 binding to methylated DNA, primary screen, biochemical, TR-FRET, DNA-binding domain, human | 0.31% of 370,000 active | MBD2 binding to methylated oligonucleotide | Methyl-CpG-binding domain protein 2 (Homo sapiens), Q9UBB5 | inhibition, % at 4.4 µM; in the data active = inhibition above about 13%
Target sequence (Q9UBB5 whole entry, looked up, the tested form may be a part): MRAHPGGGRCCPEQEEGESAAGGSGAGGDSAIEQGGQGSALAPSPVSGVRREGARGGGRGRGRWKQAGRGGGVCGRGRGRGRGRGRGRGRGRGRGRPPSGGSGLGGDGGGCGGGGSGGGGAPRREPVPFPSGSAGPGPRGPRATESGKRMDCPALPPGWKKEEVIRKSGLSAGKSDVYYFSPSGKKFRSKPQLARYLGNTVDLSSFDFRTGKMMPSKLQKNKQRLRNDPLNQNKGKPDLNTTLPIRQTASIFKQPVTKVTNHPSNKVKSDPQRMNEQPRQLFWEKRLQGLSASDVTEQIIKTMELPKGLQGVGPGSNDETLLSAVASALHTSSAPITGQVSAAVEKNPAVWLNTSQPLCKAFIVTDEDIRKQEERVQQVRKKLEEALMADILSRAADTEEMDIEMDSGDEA
* marks the source's active call; other numbers are inactive results; · = no result given; & = joins results of further samples.

Sequence of screens – TCR CD3 inh, PRMT1 inh, SIAE inh, GC-A act, NPR2 activator, rCAG RNA binder, UHRF1 binding, ABHD4 inh, HTRA1 inhibitor, MBD2 DNA inh
- Cc1cc(-c2cccs2)c2c(N)c(C(=O)c3ccc4c(c3)OCO4)sc2n1
→ -5, 9, -3, 0, 3, 2, 0, -3, -3, -4
- CC(C)CC1C(=O)N(Cc2cn(CC3CCCCC3)nn2)CCS(=O)(=O)N1Cc1ccc(-c2ccc(Cl)cc2)cc1 (stereo not given)
→ 2, -4, -3, 3, 5, 9, -2, 0, -45, 1
- O=C(/C=C/c1ccccc1)NCCSCc1ccccc1Cl
→ 1, 0, -13, -2, -15, 0, 2, -7, -34, 3
- Cc1cccc(C(=O)Nc2c(C(=O)N3CCN(C)CC3)cnn2-c2ccccc2)c1
→ 4, 3, -6, -1, 1, -6, 2, -2, -1, 1
- COc1ccc(CCN2C(=O)c3ccccc3C2c2nnnn2Cc2ccccc2)cc1OC (stereo not given)
→ 3, -5, -1, -4, -5, 0, 3, -1, ·, -2
- COc1cc2cc(CN(CCN3CCCC3)C(=O)Nc3ccc(F)cc3)c(=O)[nH]c2cc1OC
→ 6, 0, -4, 1, 2, 6, 2, -2, -7, 2
- O=C(CN1CCOCC1)Nc1ccc2c(c1)OCO2
→ -3, -2, 7, 5, 5, -1, 2, 11, 2, -3
- Cc1cccc(CCNC(=O)CCS(=O)(=O)c2cc3c(cc2C)NC(=O)CO3)c1
→ -6, 7, -1, -2, 3, 1, 6, -2, 0, 7
- CCN(CC)CCCNC(=O)C1c2cc(OC)c(OC)cc2C(=O)N(C)C1c1cccs1 (stereo not given)
→ 7, -2, 0, 4, -4, -4, 1, 4, 3, -1
- O=C(N/C(=C/c1cccc(Br)c1)c1nc(=S)[nH][nH]1)c1ccccc1
→ 9, -1, 2, 1, -5, 30, -6, -18, -24, -1
- CSc1nnc(COc2ccc(C)cc2)n1N
→ -1, -2, -2, 1, 3, -2, 4, 4, 8, -1
- COc1ccc(N=C2S/C(=C\c3cc(C)n(C)c3C)C(=O)N2CC(C)C)cc1
→ 1, -3, 11, -4, 7, 11, -2, 7, 0, -3
- CCCS(=O)(=O)NC(=O)C1(C)CCCN(C(=O)c2cc(-c3cccs3)oc2C)C1 (stereo not given)
→ -1, 2, 3, 3, 3, 7, 4, 6, ·, -2
- COc1ccc(NC(=O)CSc2nc3sc(C)cc3c(=O)n2C)c(OC)c1
→ -3, 7, -2, 0, 2, 2, 0, 3, -1, 1
- COc1ccc(C2=NS(=O)(=O)N(C)C(C(=O)N3CCc4ccccc4C3)=C2)cc1OC
→ 2, 2, -2, 6, 0, 5, -3, 1, -6, 1
- CCC(=O)Nc1ccc(-c2cc(-c3ccccc3)nc(-c3ccc(NC(=O)CC)cc3)n2)cc1
→ 4, -2, -69, -11, 2, 8, 0, -15, -20, -4
- O=C1Nc2ccccc2C1C(C[N+](=O)[O-])c1ccccn1 (stereo not given)
→ 1, 14, 5, -2, 7, 6, -3, 9, 2, -3
- COc1ccc(CNC(=O)C2CCC(CNc3c(N4CCCCC4)c(=O)c3=O)CC2)cc1 (stereo not given)
→ 5, 2, 5, -1, 2, -4, -3, 6, -2, 2
- Cc1ccc(C)c(N(CC(=O)N2CCCCCC2)S(C)(=O)=O)c1
→ -5, -1, -4, 5, -2, -6, 2, -5, -1, -2
- O=C(NCCN1CCOCC1)c1nn2c(c1Cl)NC(c1ccccc1)CC2C(F)(F)F (stereo not given)
→ -4, 0, -3, -1, 3, -6, -3, 2, 2, 0
- COc1cc(CC(=O)Nc2ccccc2N2CCOCC2)cc(OC)c1OC
→ 2, 0, 8, -2, -2, -4, 3, -4, -1, -6
- C[C@H]1CN(c2ccc(N3CCNC[C@@H]3C)cc2C#N)CCN1Cc1ccccc1
→ 12, -5, 3, 2, 3, 5, -1, 2, ·, 1
- COc1ccc([C@@H]2CC=C(C(=O)O)[C@H](c3ccccc3F)N2S(=O)(=O)c2ccc(C)cc2)cc1OC
→ 7, -1, 7, 2, 7, 32, -3, 18, -1, 3
- COc1ccc(C(=O)OCC(=O)Nc2cccc(S(=O)(=O)N3CCCCCC3)c2)cc1[N+](=O)[O-]
→ 1, -2, -40, 3, -1, 9, 3, -23, -27, 2
- Cc1cc2ccccn2c1C(=O)Nc1ccc(Cl)cc1
→ 4, 2, 8, -3, 3, 5, 2, -2, -5, 5
- O=S(=O)(Nc1ncn[nH]1)c1ccc2ccccc2c1
→ 2, 1, 2, 1, 6, -2, -1, -4, -5, -8
- OCC[C@H]1C[C@H](O)[C@@H](O)[C@@]2(Cc3ccccc3O2)O1
→ 2, -1, -5, 4, 12, 0, 3, 5, 7, 5
- O=C(O)C1Sc2[nH]c(=O)sc2C2c3cc(Cl)ccc3OC(=O)C12 (stereo not given)
→ -1, 5, 0, 7, 1, 5, -1, 14, 4, -2
- CNc1cc(-c2ccc(OC)c(OC)c2)ncn1
→ 4, -5, -2, 3, -2, 1, -1, 1, ·, 5
- CCOc1ccc(NC(=O)COC(=O)c2c[nH]c3ccccc23)cc1
→ -5, 6, -18, -1, -6, 3, 1, -21, -8, 0
- CCOC(=O)c1sc(NC(=O)CSc2nccc(C)n2)c(C#N)c1C
→ -2, 0, -3, 2, 3, 1, 0, 5, -2, -2
- CCn1c(SCC(=O)Nc2ncc(C(F)(F)F)cc2Cl)nnc1-c1cccc(C)c1
→ -2, -2, -5, -2, 0, -3, 3, -2, -1, -1
- CC(Cc1cccs1)NC(=O)c1cccc(Cl)c1 (stereo not given)
→ 0, 2, -10, 5, 10, -3, -1, 2, -4, 1
- CCOc1ccccc1CNS(=O)(=O)c1ccc(-c2cnc(C3CC3)o2)cc1
→ 4, 0, -7, -5, -3, 3, -3, -20, -19, -3
- Nc1cccc(C(=O)Nc2ccc(N)cc2Cl)c1
→ -8, -3, 0, -6, -6, 4, 0, 1, -1, -1
- COc1cccc(Nc2nc(-c3sc(C)nc3C)cs2)c1
→ -1, -3, 6, 8, 6, 5, -2, 14, 2, 2
- CC(C)CCNC(=O)Cc1ccccc1[N+](=O)[O-]
→ 5, -3, -1, 2, 0, -3, 3, 2, 6, 2
- COc1cc(S(=O)(=O)N(Cc2ccccn2)Cc2ccccc2Cl)ccc1-n1cnnn1
→ -1, -1, -4, -6, -3, -5, 3, 0, -5, 2
- O=[N+]([O-])c1ccc(S(=O)(=O)N2CCN=C2SCc2cccnc2)cc1
→ 0, 0, -3, 0, 3, -2, -4, 1, 0, -1
- CCN(CC)CCOc1ccc(/C(=C(/Cl)c2ccccc2)c2ccccc2)cc1
→ 8, -6, -2, 2&-5, -4&7, 5, -1, 22, 2&-3, -2

Some of the entries so far, tab-delimited.
SMILES	TCR CD3 inh	PRMT1 inh	SIAE inh	GC-A act	NPR2 activator	rCAG RNA binder	UHRF1 binding	ABHD4 inh	HTRA1 inhibitor	MBD2 DNA inh
CCOC(=O)c1sc(NC(=O)CSc2nccc(C)n2)c(C#N)c1C	-2	0	-3	2	3	1	0	5	-2	-2
CCn1c(SCC(=O)Nc2ncc(C(F)(F)F)cc2Cl)nnc1-c1cccc(C)c1	-2	-2	-5	-2	0	-3	3	-2	-1	-1
CC(Cc1cccs1)NC(=O)c1cccc(Cl)c1 (stereo not given)	0	2	-10	5	10	-3	-1	2	-4	1

(continued)
Sequence of screens – TCR CD3 inh, PRMT1 inh, SIAE inh, GC-A act, NPR2 activator, rCAG RNA binder, UHRF1 binding, ABHD4 inh, HTRA1 inhibitor, MBD2 DNA inh
- CC(=O)Nc1ccc(S(=O)(=O)NNC(=O)COc2ccc(C)cc2)cc1
→ 0, -1, -1, 1, -1, -2, -2, -5, 2, -3
- CCCNC(=O)OCC12CC3CC(CC(C3)C1)C2
→ 1, 4, -6, -1, 4, -3, 2, -5, 1, 2
- O=Cc1cc2ccccc2nc1SCc1ccc(Cl)cc1
→ -5, 1, 27*, -6, -1, -3, 5, -14, -13, 3
- C=CCNC(=O)c1cc(-c2ccccc2O)on1
→ -13, 5, -4, 0, -5, 1, 3, -10, 0, 0
- CCOCC(=O)Nc1cc(C)on1
→ 5, -4, 8, 2, 2, 0, 0, 3, 1, 0
- CCc1ccc(C(=O)NNC(=O)C2CSC3(C)CCC(=O)N23)cc1 (stereo not given)
→ -9, -1, -3, 1, 0, -2, -1, 9, 0, -3
- O=C(Nc1nc(=O)n(C(=O)C2CC2)s1)c1ccccc1
→ 0, 2, -7, 4, -4, 7, 4, 6, 5, -1
- COc1ccc(N2CCN(C(=O)COC(=O)/C=C/c3ccc(C(F)(F)F)cc3)CC2)cc1
→ 6, -1, 3, 0, 8, 3, 1, -1, 4, 4
- COc1ccc(S(=O)(=O)N2CCC(C(=O)NCc3ccncc3)CC2)cc1C
→ -3, 0, -4, 4, -1, -1, 1, 1, -8, -1
- Cc1cccc2c(=O)c(C(=O)NCc3cccs3)c[nH]c12
→ -4, 0, -5, -2, -5, -3, -2, -8, -9, 0
- O=C(COC(=O)c1ccco1)Nc1nc2ccc([N+](=O)[O-])cc2s1
→ 2, -3, -14, 0, -6, 18, 1, -6, 0, -12
- Cc1ccccc1-n1nc2c(c1NC(=O)c1ccc3c(c1)OCO3)CS(=O)(=O)C2
→ 8, 0, 0, 1, -5, -2, 1, 11, -1, -7
- O=C(CN1C(=O)C2CC=CCC2C1=O)Nc1nnc(SCc2ccc(F)cc2)s1 (stereo not given)
→ -3, -1, 4, 4, 3, 7, 0, -2, -4, 1
- Cc1nc(C)n(CCNC(=O)c2ccco2)n1
→ 0, -4, 9, 1, 1, 0, -1, 0, 0, 1
- CCOC(=O)c1sc2nc(C)nc(SCC(=O)NC(C)CCc3ccccc3)c2c1C (stereo not given)
→ 6, -4, 3, 10, -4, -1, -3, 0, 0, 3
- CC1(C)CN=C(c2ccccc2)NC1
→ 5, -6, 1, 4, -8, 2, 2, -8, -2, -7
- COc1ccc2oc(C)c(C(N)=O)c2c1
→ 3, -3, -5, 5, 3, -2, 5, 3, 4, 0

Not all compounds are listed, so the mix of outcomes need not match the whole.
